ER stress death – ER stress cell death inhibition. relative survival (cellular ATP), % at 15 µg/mL (by protocol). 0.33% of 48,000 active. AID 1010. CSM14.1 thapsigargin ER stress survival, ATP luminescence;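 active = survival measured by cellular ATP above 50% at 15 µg/ml in the first screen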;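 also: cell death triggered by about 15 µM thapsigargin; ATP read 24 h after thapsigargin was added; plate controls were thapsigargin with DMSO for no effect and DMSO without thapsigargin for full effect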
* marks the source's active call; other numbers are inactive results. An excerpt, so the mix of outcomes need not match the whole.

smiles | ER stress death
O=C(NCCc1ccccc1)C(=O)Nc1cccc(Cl)c1 | 5
O=C1c2ccccc2C(O)(c2ncc[nH]2)N1c1cccc(F)c1 (stereo not drawn) | 9
O=C(N/N=C/c1cccc(O)c1)c1cncc(Br)c1 | -3
COc1ccc(N(CC(=O)NCc2ccncc2)S(=O)(=O)c2ccccc2[N+](=O)[O-])c(OC)c1 | 9
CCOc1ccc2nc(C)c(C/C=C(/C)Cl)c(Cl)c2c1 | 7
COc1ccc(NC(=O)CN(c2cc(C)cc(C)c2)S(=O)(=O)c2ccccc2)c(OC)c1 | 4
CCOc1ccc(S(=O)(=O)N(CC(=O)Nc2ccc(OC)c(OC)c2)c2ccc(C)cc2)cc1 | 10
CCOC(=O)c1c(C)oc2cc(Br)c(OC)cc12 | 1
Cc1ccc(/C=C2\SC(=S)N(c3c(C)n(C)n(-c4ccccc4)c3=O)C2=O)cc1 | 25
COc1ccc2c(OC)c3ccoc3nc2c1OC | 2
Cc1nnc(C)n1/N=C\c1cccc(Br)c1 | 3
O=C(CCN1C(=O)c2ccccc2C1=O)Nc1cccnc1 | 3
COc1ccc(N2C(=O)CC(C3CCCO3)C2=O)cc1 (stereo not drawn) | -2
CCOc1ccc(-c2cc(C(=O)Nc3ncccc3C)c3ccccc3n2)cc1 | 3
CCN(CC)C(=O)c1c(-c2ccccc2)noc1C | 0
Cc1cccc(C(=O)Nc2cc(-c3nc4ncccc4o3)ccc2C)c1 | 8
Cc1cccc(/C=C2/SC(=O)N(CN3CCCCC3)C2=O)c1 | 1
CCCOC(=O)c1ccc(N=Cc2cc(Br)ccc2O)cc1 | -15
O=C1NC(=O)C(=Cc2cccc(OCc3ccc(F)cc3)c2)C(=O)N1 | 1
Cc1cc(=O)oc2cc(OC(=O)c3ccc([N+](=O)[O-])cc3Cl)ccc12 | 4
CC(=O)NC1=NC(=O)/C(=C\c2ccc(-c3ccc(C(=O)O)cc3)o2)S1 | 1
CC(=O)Nc1ccccc1NC(=O)Cc1ccc(Cl)cc1 | 6
CC1CCc2c(sc(NC(=O)c3cccc(C(=O)O)c3)c2C(N)=O)C1 (stereo not drawn) | -7
COc1ccc(N(CC(=O)Nc2ccccc2Br)S(=O)(=O)c2ccccc2)cc1 | 1
Cc1sc(NC(=O)c2cccc(Br)c2)nc1-c1ccccc1 | 11
O=C(NCc1ccco1)c1ccc(Br)cc1 | 1
O=C(/C=C/c1ccccc1)NC(=S)Nc1ccc([N+](=O)[O-])cc1 | 10
CCC1(C)CC(CCNCc2ccc(F)cc2)(c2ccc(C)cc2)CCO1 (stereo not drawn) | -48
CCOC(=O)C1=C(C)NC(C)=C(C(=O)OC)C1c1ccccc1 (stereo not drawn) | 1
O=C(c1ccccc1)N1CCN(c2nc(-c3ccccc3)c3cc(Cl)ccc3n2)CC1 | 10
O=C(O)c1ccc(-c2ccc(OC(F)(F)F)cc2)o1 | 5
COc1ccc(C(=O)NNC2=C(C(=O)C(F)(F)F)CCC2)cc1 | 10
COc1cc(CN2CCN(C3CCN(Cc4ccccc4)CC3)CC2)cc(OC)c1OC | -2
COc1cc(C(=O)N2CC(C)OC(C)C2)c([N+](=O)[O-])cc1OC (stereo not drawn) | 14
COc1ccc(OC)c(NC(=S)NC(NC(C)=O)C(Cl)(Cl)Cl)c1 (stereo not drawn) | 0
C=CCOC(=O)C1=C(C)NC(=O)NC1c1cccc(Br)c1 (stereo not drawn) | 8
CCC1(c2ccccc2)C(=O)N(C(=O)c2ccccc2)C(=O)N(C(=O)c2cc(OC)c(OC)c(OC)c2)C1=O (stereo not drawn) | 8
O=C(NCc1ccc2c(c1)OCO2)C(O)(c1ccccc1)c1ccccc1 | 1
O=C(/C=C/c1ccco1)NCc1ccc2c(c1)OCO2 | -3
O=C(Nc1ccc2c(c1)OCO2)c1cccc(F)c1 | -2
O=C1NC(=Nc2ccc(O)cc2)S/C1=C/c1ccco1 | 8
O=C1NC(=O)N(c2ccccc2)C(=O)/C1=C\c1ccccc1OCc1ccc(F)cc1 | 4
CCOc1ccc2nc(SCC(=O)Nc3ccc4nc(SCC(=O)NC5CC5)sc4c3)sc2c1 | 15
COc1ccccc1OCC(=O)NNC(=O)C(OC)c1ccccc1 (stereo not drawn) | 6
COc1ccc(CCNc2cc(N3CCN(C(=O)c4cc(Cl)c(OC)c(Cl)c4)CC3)ccc2[N+](=O)[O-])cc1OC | 6

In another format: results already given.
CCC1(c2ccccc2)C(=O)N(C(=O)c2ccccc2)C(=O)N(C(=O)c2cc(OC)c(OC)c(OC)c2)C1=O (stereo not drawn)
  ER stress death: 8

O=C(NCc1ccc2c(c1)OCO2)C(O)(c1ccccc1)c1ccccc1
  ER stress death: 1

O=C(/C=C/c1ccco1)NCc1ccc2c(c1)OCO2
  ER stress death: -3

Later entries:
smiles | ER stress death
CCCc1ccc(-c2nc(-c3ccc(C)cc3)no2)cc1 | 1
Cn1ncc(Cl)c1C(=O)N(C(=O)c1c(Cl)cnn1C)c1ccccn1 | 0
Cc1cc(C)n(-c2cc(-n3nc(C)cc3C)ncn2)n1 | -2
Cc1ccccc1-c1cc(C(=O)Nc2ccccc2C(F)(F)F)c2ccccc2n1 | 1
CCCOc1ccc(C(=O)Nc2ccc(NC(=O)c3ccco3)c(OC)c2)cc1 | 2
O=[N+]([O-])c1ccc(Sc2nc3ccccc3s2)nc1 | 4
CCc1ccc(-n2c(C)cc(/C=N/NC(N)=O)c2C)cc1 | 1
COc1cc(C2NC(=O)NC(C)=C2C(=O)OCCOc2ccccc2)cc(Cl)c1O (stereo not drawn) | 8
C=CCn1c(CCN2C(=O)c3cccc4cccc(c34)C2=O)n[nH]c1=S | -1
Cc1ccc(/C=N/N2CCN(Cc3cccc4ccccc34)CC2)s1 | 0
CCOC(=O)c1ccc(NC(=O)c2ccccc2OCC)cc1 | 11
CC1(C)CC(=O)c2cnc(NC(=O)Cc3ccc(Cl)cc3)nc2C1 | -1
CC1CCN(C(=O)/C(=C\c2ccco2)NC(=O)c2ccccc2)CC1 | 9
CCCCOc1ccc(/C=N/Nc2cc(OC)ncn2)cc1 | -1
O=[N+]([O-])c1cccc(S(=O)(=O)NCc2ccccn2)c1 | 0
C=CCn1c(O)c(/C=C2\C=Nc3ccccc32)c(=O)[nH]c1=S | 12
COc1ccccc1/C=C1\SC(=S)N(C(C(=O)O)C(C)C)C1=O (stereo not drawn) | 5
Cc1cc(N2C(=O)NC(=O)/C(=C\c3cccc(F)c3)C2=O)ccc1Br | -1
COc1cc(/C=C(\C#N)c2nc3ccccc3[nH]2)c(Br)cc1O | -10
COc1cc(/C=C2\SC(=S)N(NC(=O)c3ccc(Br)cc3)C2=O)ccc1O | 10
COc1cc(CN2CCN(Cc3ccccn3)CC2)cc(OC)c1OC | 2
O=C(O)C1C2CCC(O2)C1C(=O)N1CCN(c2ccccc2F)CC1 (stereo not drawn) | -3
Cc1cc(C)nc(/N=C(/N)Nc2ccccc2C(F)(F)F)n1 | -9
COc1ccc2oc(=O)c(C(=O)Nc3cccc(Cl)c3C)cc2c1 | -4
O=C(Nc1cc(C(F)(F)F)ccc1Cl)c1nn2c(c1Br)NC(c1cccs1)CC2C(F)(F)F (stereo not drawn) | 0
NS(=O)(=O)c1ccc(CCNC(=O)c2cccc(C#CC3(O)CCCCC3)c2)cc1 | -7
Cc1c(NC(=O)c2nn3c(c2Cl)NC(c2ccc(Cl)cc2)CC3C(F)(F)F)c(=O)n(-c2ccccc2)n1C (stereo not drawn) | 2
CC(C)c1cc(C=O)cc(C(C)C)c1O | 11
Cc1cc(NC(=O)c2ccc(-c3cccc(Cl)c3)o2)ccc1NC(=O)c1ccco1 | 8
O=C(CCc1ccccc1)Nc1sc2c(c1C(=O)O)CCCC2 | -6
Cc1ccc(C)c(C(O)(c2ccccc2)c2cnc(C(C)C)n2C)c1 (stereo not drawn) | -7
Cc1cc(C)cc(NC(=O)COc2cccc(Cl)c2)c1 | 8
COc1cccc(NC(=O)CN(c2cccc([N+](=O)[O-])c2)S(=O)(=O)c2ccccc2)c1 | 4
CC(C)COc1ccc(C(=O)Nc2ccc(N3CCOCC3)cc2)cc1 | 3
CC1=NN(c2cccc(C(F)(F)F)c2)C(=O)/C1=C/c1cccs1 | -3
O=C(O)c1ccc(NS(=O)(=O)c2cccc3cccnc23)cc1O | -3
O=c1[nH]c(=O)n(Cc2ccc(F)cc2)c(O)c1/C=C1\C=Nc2ccccc21 | 4
Cc1ccc(C(C)NC(=O)Cc2ccccc2)cc1 (stereo not drawn) | 4
Cc1cccc(NC(=O)CC2SC(N)=NC2=O)c1C (stereo not drawn) | 5
CCOC(=O)C1=C(C)N=c2s/c(=C\c3ccc(O)c(OC)c3)c(=O)n2C1c1ccc(OC)cc1 (stereo not drawn) | 17
CC1(C)Cc2nc(N)c(C#N)cc2CO1 | 18
CCOc1ccccc1/C=C1\C(=O)N(CCOC)C(C)=C1C(=O)OC | 0
O=[N+]([O-])c1cc(Br)c2nsnc2c1N1CCOCC1 | 2
Cc1ccc(OCC(=O)NCCCN2CCOCC2)c(Br)c1 | -6
CCn1c(SCC(=O)c2ccc(Cl)cc2)nc2ccccc2c1=O | -2
CCn1c2ccccc2c2cc(C=Nc3ccccc3C(=O)Nc3ccccc3)ccc21 | 1
CC1CC(C)CN(C(=O)/C=C/c2ccc3c(c2)OCO3)C1 (stereo not drawn) | -3
CC(=O)Nc1ccc(/C=C(/C#N)C(=O)N/N=C/c2ccc(NC(C)=O)cc2)cc1 | 9
Cc1cc(C(=O)/C=C/c2ccc(N(C)C)cc2)ccc1[N+](=O)[O-] | 8
COc1cccc(NC(=O)c2ccc(OC)c(Br)c2)c1 | 1
CSCCC(C(=O)O)N1C(=O)NC2NC(=O)NC21 (stereo not drawn) | 4
CCN1C(=O)/C(=C\c2ccc(-c3ccc(C(=O)OC)cc3)o2)SC1=S | 2
COC(=O)c1cc(-c2ccccc2)n(-c2ccccc2)n1 | -4
COc1ccc(C(=O)Nc2ccc3nn(-c4ccc(F)cc4)nc3c2)cc1OC | -1
O=S(=O)(c1ccc(NC(=S)Nc2ccc(F)cc2)cc1)N1CCc2ccccc21 | -2
CCCCCC(=O)N/N=C/c1ccccc1 | 4
CC1=NN(c2cccc(C(=O)O)c2)C(=O)/C1=C\c1ccco1 | 7
COc1cccc(C(=O)NNC(=O)CCC(=O)O)c1 | 6
COC(=O)c1cccc(NC(=O)CC(=O)c2ccccc2)c1 | 6
CCC1(C)CC(CCNCc2ccc(N(C)C)cc2)(c2ccccc2OC)CCO1 (stereo not drawn) | -5

Remaining list, next part.
smiles | ER stress death
Clc1cccc(Nc2nc3c(s2)CCCC3)c1 | 0
COc1cccc(C(=O)NC(NC(=S)Nc2ccc(C)cc2)C(Cl)(Cl)Cl)c1 (stereo not drawn) | 8
CC(C)Oc1ccc(C(=O)Nc2nc(-c3ccc(F)cc3F)cs2)cc1 | 4
COc1ccc(NC(=O)COc2ccc(Cl)cc2Cl)cc1 | 7
Cc1ccc2nc(-c3ccc(C)c(NC(=O)c4cccc([N+](=O)[O-])c4C)c3)oc2c1 | -10
Cc1ccc(Sc2c(C)nn(C(=O)c3cccnc3)c2C)cc1 | 1
CCN(CC)CCCCCCOc1c(C)cccc1C | -13
C=CCN1C(=O)/C(=C\c2ccc3c(c2)OCO3)SC1=Nc1ccccc1 | 0
O=C(Nc1cccc2c1C(=O)c1ccccc1C2=O)c1ccc(S(=O)(=O)N2CCCCC2)cc1 | 3
Cc1nn(-c2ccccn2)c(C)c1Oc1ccccc1O | 8
O=C(NCC1(c2ccccc2)CCCC1)C(c1ccccc1)c1ccccc1 | 4
CC/C=N/OC(=O)c1c(F)c(F)c(F)c(F)c1F | 0
O=C(NCc1ccco1)c1ccccc1[N+](=O)[O-] | 3
COc1ccc(C(=O)Nc2c(C)cc(C)cc2C)cc1[N+](=O)[O-] | 13
CN1CCN(c2c([N+](=O)[O-])c(=O)n(C)c3ccccc23)CC1 | 11
O=C1NC(=S)N/C1=C/c1cccc(OCc2ccccc2)c1 | 5
COc1ccc(/C=C2/C=C(c3ccccc3)OC2=O)c(OC)c1 | -1
CCOc1cc(OCC)cc(C(=O)Nc2cccc(C(F)(F)F)c2)c1 | -4
O=Cc1ccc(-c2cccc(OC(F)(F)F)c2)o1 | 2
O=c1/c(=C/c2ccccc2Cl)sc2nnc(-c3ccccc3Cl)n12 | -1
COC(=O)C1=C(C)N(C)C(C)=C(C(=O)OC)C1c1ccc(SC)cc1 | -4
COc1cc(/C=C2\C=C(c3ccc(Cl)cc3)OC2=O)cc(Br)c1OC | 10
Cc1ccc(-c2nc(-c3ccc(F)cc3)no2)cc1 | 14
COc1cccc(OCCOc2ccccc2/C=C2/SC(=S)NC2=O)c1 | 15
N#CC(C(=O)O)=C1C2CC3CC(C2)CC1C3 | 20
CCO/C=C1\C(=O)N(CC)c2ccccc21 | -2
Cc1cc(=O)[nH]c(N/N=C/c2ccc(O)cc2)n1 | 6
O=C(CN(CCc1ccccc1)S(=O)(=O)c1ccccc1)Nc1ccc(Cl)cc1Cl | -1
O=C(/C=C/c1ccccc1)NC(=S)Nc1ccc(N2CCOCC2)c(Cl)c1 | 8
O=C(NC(CO)C(O)c1ccc([N+](=O)[O-])cc1)c1ccc2ccccc2n1 (stereo not drawn) | 3
CC(c1ccco1)N(C(=O)c1ccc([N+](=O)[O-])cc1)c1ccccn1 (stereo not drawn) | -1
Cc1ccc(C(=O)N2CCN(S(=O)(=O)c3ccccc3[N+](=O)[O-])C2)cc1 | -4
Cc1ccc(S(=O)(=O)n2nnc3ccccc32)c(C)c1 | -1
CC(=O)Nc1ccccc1NC(=O)COc1cccc(C)c1 | 11
Cc1ccc(CN2CCN(N=Cc3ccc(Br)cc3)CC2)c(C)c1 | 7

A draw from above in order of length of the SMILES, smallest number first.
smiles | ER stress death
CC(=O)Nc1ccccc1NC(=O)COc1cccc(C)c1 | 11
CC(c1ccco1)N(C(=O)c1ccc([N+](=O)[O-])cc1)c1ccccn1 (stereo not drawn) | -1
O=C(NC(CO)C(O)c1ccc([N+](=O)[O-])cc1)c1ccc2ccccc2n1 (stereo not drawn) | 3
